Bioassay records (PubChem)
KCNQ2 inh: KCNQ2 potassium channel inhibitors, primary screen, cell-based, CHO-K1, FluxOR thallium flux, B-score (AID 2156); Potassium voltage-gated channel subfamily KQT member 2 (Rattus norvegicus), O88943; 20 min; hits give low values; B-score at 10 µM; hit rate 1.1% among 310,000;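 active = fluorescence ratio B-score at most minus 3 library SDs, with starting brightness B-score within 2 library SDs, cut at about -5.5 in these data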
CHT block: inhibitors of human choline transporter CHT. High affinity choline transporter 1 (Homo sapiens), Q9GZV3. CHT-expressing cells, membrane potential dye, choline response; hits give low values. B-score at 10 µM. hit rate 0.86% among 310,000. AID 488975, 2010;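 active = B-score over 3 SD under the library average, and starting fluorescence ratio not unusually high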;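 note: choline stimulus applied at its EC90 after an EC20 pre-addition; B-score computed on integrated fluorescence ratio after choline addition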
Target sequence (Q9GZV3 whole entry, looked up): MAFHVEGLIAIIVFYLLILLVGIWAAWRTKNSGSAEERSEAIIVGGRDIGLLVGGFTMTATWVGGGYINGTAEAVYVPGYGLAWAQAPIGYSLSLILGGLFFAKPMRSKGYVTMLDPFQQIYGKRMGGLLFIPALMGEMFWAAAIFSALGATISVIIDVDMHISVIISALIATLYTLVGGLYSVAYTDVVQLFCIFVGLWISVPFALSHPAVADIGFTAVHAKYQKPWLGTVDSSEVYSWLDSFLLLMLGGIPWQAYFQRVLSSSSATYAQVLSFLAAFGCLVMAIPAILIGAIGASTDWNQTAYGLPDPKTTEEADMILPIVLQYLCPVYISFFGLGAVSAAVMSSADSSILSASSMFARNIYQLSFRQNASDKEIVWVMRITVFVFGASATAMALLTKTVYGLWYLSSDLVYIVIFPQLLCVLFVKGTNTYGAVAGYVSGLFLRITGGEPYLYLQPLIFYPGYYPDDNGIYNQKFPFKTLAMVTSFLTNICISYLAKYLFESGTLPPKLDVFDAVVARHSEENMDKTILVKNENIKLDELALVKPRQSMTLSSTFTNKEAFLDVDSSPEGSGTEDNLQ
Numbers without * were called inactive.

Preview (2 entries):
Screening COc1ccc(C(=O)NCc2nc(C)c(C)s2)cc1OC1CCN(C(C)C)CC1 returned KCNQ2 inh inactive and CHT block -13*.
For CCOC(=O)/C(C#N)=C/c1ccc(N2CCCCC2)cc1 the results were KCNQ2 inh inactive and CHT block inactive.

Main list (from the top)
Screening COc1ccc(C(=O)NCc2nc(C)c(C)s2)cc1OC1CCN(C(C)C)CC1 returned KCNQ2 inh inactive and CHT block -13*.
For CCOC(=O)/C(C#N)=C/c1ccc(N2CCCCC2)cc1 the results were KCNQ2 inh inactive and CHT block inactive.
`O=C(c1ccccc1)N1CCN(S(=O)(=O)N2CCCCCC2)CC1` gave KCNQ2 inh inactive and CHT block inactive.
`CCOC(=O)N1CCN(C(=S)NC(=O)c2ccc(F)c(F)c2)CC1` gave KCNQ2 inh inactive and CHT block inactive.
`CCn1c(SCC(=O)Nc2ccc3c(c2)OCO3)nnc1-c1ccccc1O` gave KCNQ2 inh inactive and CHT block inactive.
`O=C(/C=C\Nc1ccc2c(c1)OCO2)c1ccc2c(c1)OCO2` gave KCNQ2 inh inactive and CHT block inactive.
`CC(C)(C)C1CCc2sc(-c3nnc(CCl)o3)cc2C1` (configuration not stated) gave KCNQ2 inh inactive and CHT block inactive.
Screening CC(NC(=O)C(=O)N/N=C/c1ccccc1)c1ccccc1 (configuration not stated) returned KCNQ2 inh inactive and CHT block inactive.
`CCCCN1C2=NC(c3ccccc3)CN2c2ccccc21` (configuration not stated) gave KCNQ2 inh inactive and CHT block inactive.
Screening COc1ccc(Cl)cc1CNCCCSc1ncccn1 returned KCNQ2 inh inactive and CHT block inactive.
`CN(CC(=O)Nc1ccccc1C(F)(F)F)C(=O)Cc1ccccc1F` gave KCNQ2 inh inactive and CHT block inactive.
CCNC(=O)Nn1c(C)nnc1C was read as KCNQ2 inh inactive and CHT block inactive.
Cc1ccccc1OCC(=O)Nc1ccccc1-c1ccccc1NC(=O)COc1ccccc1C was read as KCNQ2 inh -5.61* and CHT block inactive.
Screening CNC(=O)CN(c1cccc2ccccc12)S(C)(=O)=O returned KCNQ2 inh inactive and CHT block inactive.
S=c1[nH]nc([C@@H]2C[C@H]2c2ccccc2)n1-c1ccccc1 was read as KCNQ2 inh inactive and CHT block inactive.
For COc1ccc(C=O)cc1Cn1cnc2c(cnn2C)c1=O the results were KCNQ2 inh inactive and CHT block -5.71*.
For Fc1cccc(Cl)c1C1Nc2cccc3cccc(c23)N1 the results were KCNQ2 inh inactive and CHT block inactive.
Screening Cc1ccc(NC(=O)C(C)OC(=O)CCC2CCCCC2)cc1 (configuration not stated) returned KCNQ2 inh inactive and CHT block inactive.
Screening COc1ccccc1NC(=O)/C(C#N)=C/c1ccncc1 returned KCNQ2 inh inactive and CHT block inactive.
O=[N+]([O-])c1ccc2sc(SCc3nc4ccccn4c3Br)nc2c1 was read as KCNQ2 inh inactive and CHT block inactive.
`O=C(CCN1C(=O)C2C3C=CC(C3)C2C1=O)N1CC(=O)N(CCc2ccccc2)C(=O)C1` (configuration not stated) gave CHT block inactive.
CNC(=O)NC(=O)C(OC(=O)Cc1cccc(C(F)(F)F)c1)c1ccccc1 (configuration not stated) was read as KCNQ2 inh inactive and CHT block inactive.
Screening COc1ccc(N2CCN(C(=O)c3ccc(CNS(=O)(=O)c4cc(C)ccc4C)cc3)CC2)cc1 returned KCNQ2 inh inactive and CHT block inactive.
For COc1ccc(CNC(=O)/C=C/c2cc([N+](=O)[O-])ccc2OC(F)F)cc1OC the results were KCNQ2 inh inactive and CHT block inactive.

Of the compounds above, 4 contain four or more nitrogen atoms.
`CCn1c(SCC(=O)Nc2ccc3c(c2)OCO3)nnc1-c1ccccc1O` gave KCNQ2 inh inactive and CHT block inactive.
CCNC(=O)Nn1c(C)nnc1C was read as KCNQ2 inh inactive and CHT block inactive.
For COc1ccc(C=O)cc1Cn1cnc2c(cnn2C)c1=O the results were KCNQ2 inh inactive and CHT block -5.71*.
O=[N+]([O-])c1ccc2sc(SCc3nc4ccccn4c3Br)nc2c1 was read as KCNQ2 inh inactive and CHT block inactive.

Following part.
Screening O=[N+]([O-])c1ccccc1S(=O)(=O)NCc1ccc(F)cc1 returned KCNQ2 inh inactive and CHT block inactive.
Screening CC(C)CCNc1ncnc2c1cnn2Cc1ccccc1Cl returned KCNQ2 inh inactive and CHT block inactive.
Cc1ccc(SCC(=O)NCCN2C(=O)CSC2=O)c(C)c1 was read as KCNQ2 inh inactive and CHT block inactive.
For COn1c(SCc2cccc(Cl)c2)nc2ccccc2c1=O the results were KCNQ2 inh inactive and CHT block inactive.
`Cn1c(NC(=O)CC(C)(C)C)cc(=O)n(C)c1=O` gave CHT block inactive.
COc1ccc(S(=O)(=O)N2Cc3ccccc3CC2C(=O)N2CCOCC2)cc1OC (configuration not stated) was read as KCNQ2 inh inactive and CHT block inactive.
COC(=O)c1cccc(C23CC4(C2)[C@H](CN(Cc2cccnc2)[C@@H]4c2ccccc2)C3c2ccccc2)c1 (some centres not stated) was read as KCNQ2 inh inactive and CHT block inactive.
CCOC(=O)C(C)Oc1ccc2c(C)cc(=O)oc2c1C(C)=O (configuration not stated) was read as KCNQ2 inh inactive and CHT block inactive.
Cc1ccc(/C([O-])=C(/C(=S)NCc2ccc3c(c2)OCO3)[n+]2ccc(N(C)C)cc2)c(C)c1 was read as KCNQ2 inh inactive and CHT block inactive.
`O=C(c1cccc(C(=O)N2CCC(O)(c3ccccc3)CC2)c1)N1CCC(O)(c2ccccc2)CC1` gave KCNQ2 inh inactive and CHT block inactive.
For CC1CCCC(C)N1C(=O)COC(=O)CNC(=O)c1ccc(Cl)cc1Cl (configuration not stated) the results were KCNQ2 inh inactive and CHT block inactive.
For Cc1cc(C)n(CCCN2C(=O)c3cccc4cccc(c34)C2=O)n1 the results were KCNQ2 inh inactive and CHT block inactive.
CCOc1ccccc1N1CCN(Cc2ccc(Br)s2)CC1 was read as KCNQ2 inh inactive and CHT block inactive.
`O=P(O)(CCc1ccncc1)CN1CCCCC1` gave KCNQ2 inh inactive and CHT block inactive.
For CS(=O)(=O)c1ccc2nc(NC(NC(=O)c3ccco3)(C(F)(F)F)C(F)(F)F)sc2c1 the results were KCNQ2 inh inactive and CHT block inactive.
`Cc1cc(=O)n2[nH]c(-c3ccccc3Cl)cc2n1` gave KCNQ2 inh inactive and CHT block inactive.
Screening CCCCNc1nc2c(c(=O)n(C)c(=O)n2C)n1CCC returned KCNQ2 inh inactive and CHT block inactive.
For Cc1cccc(Cc2nnc(CCC(=O)N(C)C3CCOC3)o2)c1 (configuration not stated) the results were KCNQ2 inh inactive and CHT block inactive.
Screening Cc1cccc2nc(-c3cccnc3)c(NCCC(C)C)n12 returned KCNQ2 inh inactive and CHT block inactive.
`S=c1[nH]nc(CCc2nc3ccccc3[nH]2)n1-c1ccccc1` gave KCNQ2 inh inactive and CHT block inactive.
Screening CCCNC(=O)c1ccc(CNc2c(N3CCC(C(=O)OCC)CC3)c(=O)c2=O)cc1 returned KCNQ2 inh inactive and CHT block inactive.
For COc1ccc(CC(=O)Nn2c(-c3ccccc3)nc3ccccc3c2=O)cc1 the results were KCNQ2 inh inactive and CHT block inactive.
Screening CCOc1ccc(-c2c(C(=O)N/N=C/c3ccc(Cl)cc3)nnn2-c2nonc2N)cc1 returned KCNQ2 inh inactive and CHT block inactive.
COc1ccc2c([N+](=O)[O-])c(Cl)[nH]c2c1 was read as KCNQ2 inh inactive and CHT block inactive.
Screening O=C(CCc1ccc(S(=O)(=O)NCc2ccccc2)cc1)NCc1cccnc1 returned KCNQ2 inh inactive and CHT block inactive.
`CSc1nc(O)c(Cc2ccccc2)c(=O)[nH]1` gave KCNQ2 inh inactive and CHT block inactive.
Screening COc1ccc(-c2c(C(=O)O)c(-c3ccccc3)cn2C)cc1 returned KCNQ2 inh inactive and CHT block inactive.
`COc1ccc(-c2c(NC(=O)c3ccco3)n(-c3ccc(C)cc3)nc(C)c2=O)cc1` gave KCNQ2 inh inactive and CHT block inactive.
COc1cc(/C=N/NC(=O)c2ccc(F)cc2)ccc1OC(=O)c1ccco1 was read as KCNQ2 inh inactive and CHT block inactive.
For O=c1cc(CN2CCOCC2)c2ccc(O)c(O)c2o1 the results were KCNQ2 inh inactive and CHT block inactive.
COc1ccc2c(c1)SC1=NCCS(=O)(=O)N12 was read as KCNQ2 inh inactive and CHT block inactive.
For Cc1noc(C)c1C(=O)OCC(=O)NC(=O)NC12CC3CC(CC(C3)C1)C2 the results were KCNQ2 inh inactive and CHT block inactive.
`Cc1cc(C)c2nc3nc(C)c(C)cc3c(N)c2c1` gave KCNQ2 inh inactive.
Screening Cc1ccc(C(OCC(O)CNC(C)c2ccccc2)c2ccccc2)cc1 (configuration not stated) returned KCNQ2 inh inactive and CHT block inactive.
COc1cc(C2C(C(=O)/C=C/c3ccccc3)=C(O)C(=O)N2c2ccccn2)ccc1O (configuration not stated) was read as KCNQ2 inh inactive and CHT block inactive.
`CCCn1c(C)cc(/C=C(\C#N)C(=O)O)c1C` gave KCNQ2 inh inactive and CHT block inactive.
COc1ccc(/C(N)=N/OC(=O)CCCc2ccccc2)cc1OC was read as KCNQ2 inh inactive and CHT block inactive.
`O=C(O)c1cnc(N2CCOCC2)nc1` gave KCNQ2 inh inactive and CHT block inactive.
`OCc1ccnc(Cl)c1` gave KCNQ2 inh inactive and CHT block inactive.
For C=CCOc1ccc(CNCCO)cc1OCC the results were KCNQ2 inh inactive and CHT block inactive.
For CCOc1ccc(N(C(=O)CNS(=O)(=O)c2ccccc2)C(CC)C(=O)NCc2ccco2)cc1 (configuration not stated) the results were KCNQ2 inh inactive and CHT block inactive.
`COC(=O)N(NC(=O)C(O)(c1ccccc1)c1ccccc1)c1ccc(C)cc1` gave KCNQ2 inh -5.91* and CHT block inactive.
For CCCCCn1c(Br)nc2c1c(=O)n(CC(N)=O)c(=O)n2C the results were KCNQ2 inh inactive and CHT block inactive.
For COc1ccc(C(=O)CSc2nnc3n2CCCN3C(=O)Nc2ccccc2)cc1 the results were KCNQ2 inh inactive and CHT block inactive.
CCCCC(=O)Nc1nnc(S(=O)(=O)N2CCCc3ccccc32)s1 was read as KCNQ2 inh inactive and CHT block inactive.
CCOc1ccc(CNC(=O)CCS(=O)(=O)c2ccc3c(c2)oc(=O)n3C)cc1 was read as KCNQ2 inh inactive and CHT block inactive.
CC1CC(C)CN(S(=O)(=O)c2ccc(C(=O)NCc3ccco3)cc2)C1 (configuration not stated) was read as KCNQ2 inh inactive and CHT block inactive.
Screening O=C1NC(c2ccccc2Cl)=N/C1=C/c1ccco1 returned KCNQ2 inh inactive and CHT block inactive.

Quoted at random: 4 records from the list.
CCOc1ccc(CNC(=O)CCS(=O)(=O)c2ccc3c(c2)oc(=O)n3C)cc1 was read as KCNQ2 inh inactive and CHT block inactive.
For C=CCOc1ccc(CNCCO)cc1OCC the results were KCNQ2 inh inactive and CHT block inactive.
`COC(=O)N(NC(=O)C(O)(c1ccccc1)c1ccccc1)c1ccc(C)cc1` gave KCNQ2 inh -5.91* and CHT block inactive.
CC1CC(C)CN(S(=O)(=O)c2ccc(C(=O)NCc3ccco3)cc2)C1 (configuration not stated) was read as KCNQ2 inh inactive and CHT block inactive.

Next records
`Cc1ccc(S(=O)(=O)N2CCC(=O)N(C(COCc3ccc(Cl)cc3Cl)Cc3ccccc3)CC2)cc1` (configuration not stated) gave KCNQ2 inh -5.97* and CHT block inactive.
`Cc1ccc(S(=O)(=O)N(C)C)cc1NC(=O)COC(=O)c1sc2cc(Cl)ccc2c1Cl` gave KCNQ2 inh inactive and CHT block inactive.
`C=CCn1c(C)cc(C(=O)CN2NS(=O)(=O)c3ccccc3C2=O)c1C` gave KCNQ2 inh inactive and CHT block inactive.
Cc1ccc2nc(NS(C)(=O)=O)sc2c1 was read as KCNQ2 inh inactive and CHT block inactive.
For CCOC(=O)c1cnn(CCOC(=O)c2ccccc2F)c1NC(=O)c1ccccc1F the results were KCNQ2 inh inactive and CHT block inactive.
Screening Cn1c(C(=O)NC2CC2)cc2c(=O)n(C)c3ccccc3c21 returned KCNQ2 inh inactive and CHT block inactive.
O=C(O)CCN1C(=O)c2ccccc2C1=O was read as KCNQ2 inh inactive and CHT block inactive.
`CC(C)C[C@@H](CC#N)N1CCN(Cc2ccccc2)CCC1=O` gave KCNQ2 inh inactive and CHT block inactive.
For COc1ccccc1NC(=S)N1CCC(NC(=O)NC23CC4CC(CC(C4)C2)C3)CC1 the results were KCNQ2 inh inactive and CHT block inactive.
Screening O=C(NC(=S)N1CCN(Cc2ccccc2)CC1)c1cccnc1 returned KCNQ2 inh inactive and CHT block inactive.
For COc1ccccc1N(CC(=O)N1CCC(C(N)=O)CC1)S(=O)(=O)c1ccccc1 the results were KCNQ2 inh inactive and CHT block inactive.
`O=C(Cc1ccc([N+](=O)[O-])cc1)NCc1cccnc1` gave KCNQ2 inh inactive and CHT block inactive.
`O=P(CCO)(c1ccccc1)c1ccccc1` gave KCNQ2 inh inactive and CHT block inactive.
COc1ccc2cc(CN(Cc3ccco3)C(=S)NCC3CCCO3)c(=O)[nH]c2c1 (configuration not stated) was read as KCNQ2 inh inactive and CHT block inactive.
Screening CCOC(=O)c1cnn(-c2cc(Oc3cccc(C)c3)ncn2)c1N returned KCNQ2 inh inactive and CHT block inactive.
Screening Cc1ccc(C(=O)OCCOc2cccc(Cl)c2)cc1S(=O)(=O)N1CCOCC1 returned KCNQ2 inh inactive and CHT block inactive.
`CN(C)c1ccc(/C=N/NC(=O)CNC(=O)/C=C/c2ccccc2)cc1` gave KCNQ2 inh inactive and CHT block inactive.
Screening CCCCn1c(-c2ccccc2)nnc1-c1ccccc1 returned KCNQ2 inh inactive and CHT block inactive.
COc1ccc(C2=[N+]([O-])C(C)(C)C(c3ccccc3)=N2)cc1 was read as KCNQ2 inh inactive and CHT block inactive.
COc1ccc(CNc2ncnc3cc(OC)c(OC)cc23)cc1OC was read as KCNQ2 inh inactive and CHT block inactive.
CCCCOC(=O)c1ccc(O)cc1 was read as KCNQ2 inh inactive and CHT block inactive.

Compounds as they come; any-hit rate near 1.9%.
